Assay outcomes (PubChem)
GLA spleen mod – qHTS Assay for Inhibitors and Activators of Human alpha-Galactosidase From Spleen Homogenate | 240,000 compounds, 0.008% hits | Alpha-galactosidase A (Homo sapiens), P06280 | human spleen homogenate, 4MU-alpha-Gal fluorescence, 40 min | Potency, µM (highest dose often 80 µM), inactives show at the top dose activity change, negative = inhibition, usual class: inhibitors | AID 2107, 2009;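 further: potency means the concentration at half of the fitted maximal effect; 0% = enzyme with vehicle and -100% = no enzyme basal signal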
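Spleen homogenate 1 ug + cpd (titration) + 4-MU-alpha-D-galactopyranoside 1 mM; 37C 40 min; 50 mM citrate/phosphate pH 5.0, 0.01% Tween-20; stop pH 10; fluorescence 365/440; AC50 via Hill.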
IMPase Li cell – qHTS Assay for Identifying the Cell-Membrane Permeable IMPase Inhibitors: Potentiation with Lithium; CHO-M1 cells, IP1 TR-FRET (IP-One), carbachol + lithium; Potency, µM (titrated, usually from 59.4 µM), for inactives: top-dose activity, negative = IMPase inhibition, most hits filed as inhibitors; 210,000 compounds, 0.35% hits;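 further: IP1 builds up when IMPase is blocked and the TR-FRET signal falls; potency means the concentration at half of the fitted maximal effect; plate controls were basal vehicle for no effect and high inhibitor control for full effect; nearly all actives have a fitted effect of over 50% in size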
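IP1 accumulation measured by competitive TR-FRET in lysed CHO-M1 cells after 30 min compound exposure at 37C, with a small lithium addition to potentiate weak responses. Hill-equation AC50 from ratio and donor-channel data.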
Epigenetic derep – Quantitative High-Throughput Screen for Regulators of Epigenetic Control; murine LDR cells, GFP reporter derepression, 30 h; Potency, µM (top dose mostly 53.9 µM), for inactives: at the highest dose GFP activation, actives largely listed as activators; 280,000 compounds, 0.2% hits; further: potency means the concentration at half of the fitted maximal effect; % of control where 0% means no effect; nearly all actives have a fitted effect of over 60% in size
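GFP-positive cell count by laser-scanning cytometry (objects 20–120 um) after 30 h, 37 C compound exposure of murine LDR cells; reporter is CMV-GFP integrated at a silenced locus, inducible by HDAC or DNMT inhibitors.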
LMNA splice mod – qHTS Assay for Modulators of Lamin A Splicing | HeLa LMNA splicing GFP/RFP minigene ratio, 48 h | Potency, µM (doses to about 46.1 µM), for inactives: top-dose ratio change, negative = inhibition, usual class: inhibitors | 200,000 compounds, 0.01% hits | AID 1487, 2009; active means well fitted inhibition curve with a large enough effect in the signal ratio, with a control signal flat, not every such curve was filed as active; inconclusive means small, poorly fitted or top-dose-only effect, or effect the other way, or a change in a side signal; the % refers to the signal ratio; further: potency means the concentration at half of the fitted maximal effect; on the % scale 0 is the no-effect control and ±100 the full control effect
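S3 HeLa stable clones carrying a lamin A-EGFP splicing minigene plus DsRed2 were seeded at 600 cells/well in Opti-MEM with 2% FBS, pin-dosed and incubated 48 h at 37°C. Acumen cytometry (488 nm) gave the GFP/RFP total-intensity ratio.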
Luc counter – Counterscreen for Luciferase (Kinase-Glo TM) Inhibition | Luciferin 4-monooxygenase (Photuris pensylvanica), Q27757 | 200,000 compounds, 0.28% hits | Kinase-Glo luciferase, ATP luminescence, 8 min | Potency, µM (doses to about 38.3 µM), without a hit: at the highest dose activity change, negative = inhibition, hits mostly inhibitors | AID 1379, 2008; further: potency means the concentration at half of the fitted maximal effect; on the % scale 0 is the no-effect control and ±100 the full control effect; nearly all actives have a fitted effect of over 60% in size
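Kinase-Glo luciferase light output from ATP and luciferin was measured with 10 uM ATP, within the enzyme's linear range. Buffer: 50 mM imidazole pH 7.2, 50 mM KCl, 7 mM MgCl2, 0.01% Tween 20, 0.05% BSA; luminescence read after 8 min at ambient temperature.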
CBFb RUNX1 block – qHTS Assay for Compounds Blocking the Interaction Between CBF-beta and RUNX1 for the Treatment of Acute Myeloid Leukemia | 230,000 tested, under 10 active | Runt-related transcription factor 1 (Homo sapiens) + Core-binding factor subunit beta … | AID 1477, 2009 | AlphaScreen CBFb-His/RUNX1-biotin binding, biochemical | Potency, µM (top dose mostly 59.8 µM), for inactives: top-dose activity, negative = inhibition, hits mostly inhibitors; further: % of control where 0% means no effect
Target sequence (Q01196 whole entry, looked up): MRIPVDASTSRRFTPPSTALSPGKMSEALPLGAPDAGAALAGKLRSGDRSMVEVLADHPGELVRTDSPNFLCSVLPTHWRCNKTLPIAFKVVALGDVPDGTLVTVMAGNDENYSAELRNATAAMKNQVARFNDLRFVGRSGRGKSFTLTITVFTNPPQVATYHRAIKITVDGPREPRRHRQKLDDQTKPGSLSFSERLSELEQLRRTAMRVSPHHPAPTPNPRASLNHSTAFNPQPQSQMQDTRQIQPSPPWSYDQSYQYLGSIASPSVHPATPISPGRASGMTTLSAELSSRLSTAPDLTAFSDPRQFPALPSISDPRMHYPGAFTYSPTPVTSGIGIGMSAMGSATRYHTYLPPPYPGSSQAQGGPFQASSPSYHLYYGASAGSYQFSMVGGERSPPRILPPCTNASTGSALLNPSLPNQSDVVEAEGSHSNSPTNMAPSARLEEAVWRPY
Target sequence (Q13951 whole entry, looked up): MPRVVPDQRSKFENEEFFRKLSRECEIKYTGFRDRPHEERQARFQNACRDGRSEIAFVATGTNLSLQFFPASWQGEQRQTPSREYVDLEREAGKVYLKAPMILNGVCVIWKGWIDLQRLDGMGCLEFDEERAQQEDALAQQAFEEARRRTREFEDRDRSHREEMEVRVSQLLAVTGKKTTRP
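CBFb-His/RUNX1-biotin, 30 nM each, preincubated 20 min RT; compound 15 min RT; Ni + streptavidin beads 50 ng each, 90 min RT; AlphaScreen read.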
NPSR antagonist – qHTS Assay for Antagonists of the Neuropeptide S Receptor: cAMP Signal Transduction | Q6W5P4 | CHO-NPSR cells, cAMP TR-FRET, antagonist mode | Potency, µM (top dose mostly 38.3 µM), without a hit: top-dose activity change, negative = inhibition, most hits filed as inhibitors | 220,000 compounds, 1% hits | AID 1461, 2008; further: potency means the concentration at half of the fitted maximal effect; on the % scale 0 is the no-effect control and ±100 the full control effect; nearly all actives have a fitted effect of over 50% in size; many of its hits are not listed in these tables
Target sequence (Q6W5P4 whole entry, looked up): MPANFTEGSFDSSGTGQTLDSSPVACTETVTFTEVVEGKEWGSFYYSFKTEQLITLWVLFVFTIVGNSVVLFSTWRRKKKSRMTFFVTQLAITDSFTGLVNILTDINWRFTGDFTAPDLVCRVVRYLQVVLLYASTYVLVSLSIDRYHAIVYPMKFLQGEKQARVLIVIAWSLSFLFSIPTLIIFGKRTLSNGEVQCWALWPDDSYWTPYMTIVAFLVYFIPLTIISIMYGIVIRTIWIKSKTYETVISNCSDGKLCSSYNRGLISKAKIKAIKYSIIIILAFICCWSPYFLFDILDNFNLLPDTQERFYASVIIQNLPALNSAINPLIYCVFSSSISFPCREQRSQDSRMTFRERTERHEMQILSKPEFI
Active calls of the source: *; ? = inconclusive; . = not tested or not shown; & = joins results of further samples; [ ] = another dose, or the depositor's remark. Unless noted, the call rests on the fitted dose curve; in most records, active means well fitted curve in the direction sought with a large enough effect; inconclusive means small, poorly fitted or top-dose-only effect, or another doubt; inactive means no such curve, though single readings can be large; an effect the other way counts as inactive or inconclusive.

The line under a structure holds: GLA spleen mod	IMPase Li cell	Epigenetic derep	LMNA splice mod	Luc counter	CBFb RUNX1 block	NPSR antagonist
> COc1ccc(C2=NN(c3ccccc3)C(c3cn(CCC(=O)O)nc3-c3ccccc3)C2)cc1 (centres undefined)
    ?	-14%	-1.2%	1%[46 µM]	1%	?	-56%
> S=C(NC1CCCCCC1)NC1CCCC1
    -1%	6%	-0.6%	-25%[46 µM]	0%	11%	-9%
> CS(=O)(=O)N(CCc1ccccc1)CC(=O)Nc1ccc2c(c1)OCO2
    -23%	-1%[38.3 µM]	-0.7%	?	-2%	-15%	-12%[46.1 µM]
> CC(C)Cn1nc(NC(=O)c2cccs2)c2cc3ccccc3nc21
    4%	.	0.1%	.	.	?	?
> CCC(=O)OC1(C)C(=O)C=C2C=C(CCCNC(=O)OC(C)(C)C)OC=C2C1=O (centres undefined)
    -10%	6%	1.1%	.	1%	-16%	.
> O=C(CC(c1ccco1)C1CCCCC1=O)c1ccccc1 (centres undefined)
    -1%	31%[38.3 µM]	0.1%	-6%	0%	2%	-14%[46.1 µM]
> CC1CN(c2oc(-c3ccco3)nc2S(=O)(=O)c2ccccc2)CC(C)O1 (centres undefined)
    -16%	7%[38.3 µM]	4.6%	7%	1%	-2%	18%[7.67 µM]
> CCOC(=O)c1oc2ccc(S(=O)(=O)Nc3ccc4c(c3)n(C)c(=O)n4C)cc2c1C
    6%	15%[38.3 µM]	-4.8%	?	-2%	3%	-29%[46.1 µM]
> Cn1c(C(=O)N2CCN(Cc3ccc4c(c3)OCO4)CC2)cc2sccc21
    -3%	3%[38.3 µM]	-1.0%	-13%	-3%	-12%	-9%[46.1 µM]
> O=C(NCC1CCCO1)c1onc(CSc2cccc(Cl)c2)c1C(=O)O (centres undefined)
    -1%	-10%[38.3 µM]	0.4%	4%[0.0737 µM]	-2%	0%	-5%[46.1 µM]
> O=C(c1ccccc1C(=O)N(c1ccccc1)c1ccccc1)N1CCCCC1
    6%	3%	-1.0%	1%	-1%	-1%	-7%
> CCC(C)(C)NC(=O)C(c1ccc(C)cc1)N(Cc1ccco1)C(=O)CCC(=O)Nc1nccs1 (centres undefined)
    2%	22%[38.3 µM]	-1.0%	7%	-3%	0%	-13%[46.1 µM]
> Cc1[nH]c(=O)[nH]c(=O)c1S(=O)(=O)N(C)Cc1ccccc1
    4%	3%[38.3 µM]	2.9%	-3%	2%	0%	7%[46.1 µM]
> COc1ccc(CCCc2nnc(SCc3nc4ccccc4c(=O)[nH]3)n2C)c(C)c1
    -9%	.	-0.4%	.	.	6%	-18%
> Fc1ccc(Cn2nnnc2CN2CCc3ccccc3C2)cc1
    4%	34%[38.3 µM]	0.0%	-1%	-5%	7%	-14%[46.1 µM]

The line under a structure holds: GLA spleen mod	IMPase Li cell	Epigenetic derep	LMNA splice mod	Luc counter	CBFb RUNX1 block	NPSR antagonist
> Cc1ccc(C(=O)Nc2cccnc2)cc1S(=O)(=O)N1CCCCC1
    -3%	3%	2.3%	18%[46 µM]	0%	5%	-1%
> COC(=O)c1ccc(C(=O)NC(=S)Nc2nc3c(s2)CC(C)CC3)cc1 (centres undefined)
    8%	-3%	0.0%	-18%	-4%	0%	-6%[46.1 µM]
> CC(=O)c1c(C)[nH]c(C(=O)NCCc2ccccc2)c1C
    -9%	-4%[38.3 µM]	0.9%	?	-5%	-3%	8%[46.1 µM]
> CN1/C(=C\C(=O)COC(=O)c2ccc(O)c(O)c2)C(C)(C)c2ccccc21
    9%	15%	1.5%	-24%[46 µM]	1%	-18%	-17%
> O=C(Nc1ccccc1Cl)c1ccc2nsnc2c1
    2%	5%	6.9%	?	-13%	-3%	?
> O=C(COC(=O)Cc1ccccc1F)Nc1ccc(F)cc1F
    13%	2%	-1.2%	-15%[46 µM]	0%	14%	8%
> O=C(O)CCCC(=O)Nc1nc(-c2ccc(F)cc2)cs1
    2%	18%[38.3 µM]	-1.8%	?	1%	17%	-2%[46.1 µM]
> CCCCCCCCc1nc(=S)[nH][nH]1
    -5%	-2%	1.2%	-6%	-3%	6%	2%[46.1 µM]
> O=C(NNC(=O)c1cccc(S(=O)(=O)N2CCc3ccccc32)c1)c1ccccc1
    5%	14%	-0.6%	?	-1%	6%	3%
> Cc1c(/C(O)=C2\C(=O)C(=O)N(CCN(C)C)C2c2ccco2)cnn1-c1ccccc1 (centres undefined)
    0%	-2%[38.3 µM]	3.8%	4%	1%	0%	-10%[46.1 µM]
> O=C(COC(=O)c1ccc2ccccc2c1O)NCC(F)(F)F
    2%	.	-1.0%	.	.	10%	13%
> Cc1cc(/C=C2/SC(=O)NC2=O)c(C)n1-c1ccc(N2CCOCC2)cc1
    -6%	16%	-0.9%	?	0%	-8%	-23%
> c1ccc(-c2cc(N3CCOCC3)nc3ccccc23)cc1
    -1%	-10%[38.3 µM]	-1.6%	?	-6%	6%	-23%[46.1 µM]
> CC(=O)Oc1ccc([N+](=O)[O-])cc1N1C(=O)c2ccccc2C1=O
    -18%	0%	-0.9%	-2%	1%	-13%	8%
> O=C(Oc1ccc2ccc(OC(=O)N3CCOCC3)cc2c1)N1CCOCC1
    -2%	-2%[38.3 µM]	0.9%	-1%	-4%	3%	-5%[46.1 µM]

The line under a structure holds: GLA spleen mod	IMPase Li cell	Epigenetic derep	LMNA splice mod	Luc counter	CBFb RUNX1 block	NPSR antagonist
> Cc1cccc(CCNC(=O)CC2C(=O)NCCN2Cc2ccc(F)c(F)c2)n1 (centres undefined)
    -9%	4%	1.4%	.	0%	9%	-2%
> O=C(NCCN1CCOCC1)C1CCC(=O)N1Cc1ccccc1Cl (centres undefined)
    -5%	2%[38.3 µM]	0.0%	0%	2%	12%	1%[46.1 µM]
> O=C(NC(N1CCOCC1)C(Cl)(Cl)Cl)c1ccc(Br)cc1 (centres undefined)
    1%	4%	-0.3%	.	-2%	4%	-8%
> O=c1cnnc(Nc2cccc(F)c2)[nH]1
    0%	0%	-3.7%	.	3%	1%	10%
> Oc1ccc(/C=N/n2c3ccccc3c3ccccc32)cc1
    -3%	23%[38.3 µM]	-1.8%	8%	0%	-6%	-17%[46.1 µM]
> Nc1c(-c2cccc(Cl)c2)cnn1-c1cccc(C(F)(F)F)c1
    0%	36%[activator][38.3 µM]	-0.5%	-10%	-1%	14%	-20%[46.1 µM]
> COc1cccc(C(=O)NNC(=O)c2ccccc2-n2cccc2)c1
    -22%	-1%	-0.4%	1%[46 µM]	2%	-1%	9%
> c1ccc2c(c1)CC(N1CCN(c3cccc4c3OCCO4)CC1)C2
    5%&-8%	32%[activator]	-1.2%	?	-5%	-2%&-9%	-10%[46.1 µM]
> CC(C)CNS(=O)(=O)c1ccc(CCC(=O)N2CCN(Cc3ccccc3)CC2)cc1
    15%	11%[38.3 µM]	-1.1%	?	-3%	1%	-16%[46.1 µM]
> CCOc1ccc(C(=O)COC(=O)CC)cc1
    -3%	34%[activator][38.3 µM]	0.6%	-1%	-2%	4%	-4%[46.1 µM]
> CC(C)C(C(=O)Nc1ccc(N2CCOCC2)cc1)N1C(=O)c2ccccc2C1=O (centres undefined)
    -5%	.	-0.2%	3%	.	-2%	-17%[46.1 µM]
> Cc1cc(NC(=O)c2ccc(Cl)cc2)c(C(C)C)cc1O
    8%	0%[38.3 µM]	-1.1%	4%	1%	1%	2%[46.1 µM]
> O=S(=O)(c1ccccc1)N1CCCC1c1cccs1 (centres undefined)
    -12%	.	1.1%	?	.	14%	14%
> Cc1nn(C)c(C)c1NS(=O)(=O)c1ccccc1
    -2%	25%[38.3 µM]	-1.0%	1%	-2%	4%	-1%[46.1 µM]
> CCCc1cc(=O)[nH]c(SCC(=O)Nc2sc3c(c2C#N)CCC(C)C3)n1 (centres undefined)
    1%	4%	0.4%	-22%[46 µM]	-1%	-17%	-1%

The line under a structure holds: GLA spleen mod	IMPase Li cell	Epigenetic derep	LMNA splice mod	Luc counter	CBFb RUNX1 block	NPSR antagonist
> O=c1cc(CN2CCN(c3ccc(O)cc3)CC2)nc2scc(-c3ccccc3)n12
    0%	9%	-4.2%	.	1%	?	0%
> CN(C)S(=O)(=O)N1CCN(S(=O)(=O)c2ccc3ccccc3c2)CC1
    -3%	-3%[38.3 µM]	-3.1%	?	2%	-4%	-16%[46.1 µM]
> O=C(Nc1ccnc(-c2cccnc2)n1)c1ccccc1Cl
    3%	-9%[38.3 µM]	-0.3%	24%	-2%	1%	-10%[46.1 µM]
> O=CN1CCN(C(C(=O)NC2CCCC2)c2ccc(Cl)cc2)CC1 (centres undefined)
    -9%	6%[38.3 µM]	3.7%	7%	-3%	1%	5%[46.1 µM]
> O=c1[nH]c2ccc(NS(=O)(=O)c3ccc([N+](=O)[O-])cc3)cc2[nH]1
    4%	-8%	1.3%	.	.	1%	9%
> CC(C)Cn1c(=O)[nH]c2ccccc21
    2%	19%[38.3 µM]	-1.0%	3%	-2%	5%	3%[46.1 µM]
> Cc1ccc(SCCc2cc[n+](CC(=O)c3ccccc3)cc2)cc1
    0%	5%	-0.1%	.	0%	-8%	-8%
> C/C(=N\NC(=O)c1cccc(N2CCCC2=O)c1)c1ccc(N)cc1
    -1%	10%	-5.4%	?	-3%	-30%	-6%
> Cc1cc(-c2ccccc2)nc(N(C)C)c1S(C)(=O)=O
    3%	-4%	2.0%	0%[46 µM]	1%	22%	11%
> Cc1[nH]n(-c2ccccc2)c(=O)c1/C=N/NC(=O)c1ccoc1C
    3%	20%	0.9%	?	-12%	-18%	-18%
> CCC(=O)Nc1cccc(NC(=O)CSc2nnc(C3CC3)n2C)c1
    13%	-7%[38.3 µM]	5.2%	?	-5%	1%	-7%[46.1 µM]
> COCCNc1nc(N)c([N+](=O)[O-])c(NCC2CCCO2)n1 (centres undefined)
    -8%	3%	-2.7%	23%	3%	0%	14%
> Cc1cc(Oc2ccc(=O)n(C)n2)nc(SCc2ccccc2)n1
    8%	-2%	2.3%	9%[9.22 µM]	1%	7%	0%

These rows are one share of the data, so the mix of outcomes need not match the whole.
